Screening results as filed in PubChem BioAssay.
PGC1a acetyl inh: modulators of PGC1a acetylation. 350,000 tested, 0.17% active. U2OS PGC1a acetylation, AlphaScreen anti-acetyl-lysine; with virally co-expressed GCN5 acetyltransferase. inhibition, % at 15.6 µM;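 active means every replicate shows inhibition of at least 40%; inconclusive means mean inhibition at least 40% but some replicate below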;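 further: 0% = neutral control wells and 100% = positive control wells; some results beyond the cut were filed as inactive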
ERAP1 inh: blocks human ERAP1 aminopeptidase activity; 340,000 tested, 0.15% active; inhibition, % at 10.7 µM; AID 652197; Q9NZ08; recombinant ERAP1, Leu-AMC fluorescence, 60 min;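 active means mean replicate inhibition of at least 30%, or all replicates individually reaching that 30% level; inactive means mean below 30% and not every replicate reaching it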;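 further: 0% = neutral control wells and 100% = L-leucinethiol positive control wells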
Target sequence (Q9NZ08 whole entry, looked up): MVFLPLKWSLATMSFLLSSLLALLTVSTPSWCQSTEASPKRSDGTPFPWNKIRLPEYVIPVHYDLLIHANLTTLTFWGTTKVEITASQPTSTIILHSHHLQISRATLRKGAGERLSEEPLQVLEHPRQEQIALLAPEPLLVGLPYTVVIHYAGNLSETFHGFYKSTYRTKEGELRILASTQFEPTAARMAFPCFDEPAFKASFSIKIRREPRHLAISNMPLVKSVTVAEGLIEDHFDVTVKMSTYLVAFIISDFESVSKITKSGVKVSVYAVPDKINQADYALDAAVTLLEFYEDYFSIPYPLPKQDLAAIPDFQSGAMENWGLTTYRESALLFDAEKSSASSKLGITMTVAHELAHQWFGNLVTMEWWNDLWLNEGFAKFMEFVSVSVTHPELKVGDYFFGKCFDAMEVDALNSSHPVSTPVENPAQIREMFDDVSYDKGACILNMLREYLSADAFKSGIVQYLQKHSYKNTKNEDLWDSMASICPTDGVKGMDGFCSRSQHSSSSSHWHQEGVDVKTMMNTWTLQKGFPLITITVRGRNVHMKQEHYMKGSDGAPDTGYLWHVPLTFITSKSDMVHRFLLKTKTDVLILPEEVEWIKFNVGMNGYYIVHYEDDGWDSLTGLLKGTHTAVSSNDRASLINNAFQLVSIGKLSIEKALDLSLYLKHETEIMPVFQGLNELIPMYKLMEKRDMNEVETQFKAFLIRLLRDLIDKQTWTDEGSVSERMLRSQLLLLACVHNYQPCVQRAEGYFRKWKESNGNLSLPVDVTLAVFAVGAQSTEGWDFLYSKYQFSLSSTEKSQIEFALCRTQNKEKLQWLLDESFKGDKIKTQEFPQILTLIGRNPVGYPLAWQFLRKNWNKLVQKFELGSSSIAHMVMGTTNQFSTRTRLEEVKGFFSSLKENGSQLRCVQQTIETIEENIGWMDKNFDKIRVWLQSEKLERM
EWS-Fli inh: blocks EWS/Fli oncoprotein-driven transcription; A673 NR0B1-luciferase reporter, viability-normalised; inhibition, % at 12.6 µM; 350,000 tested, 0.67% active;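 active means mean inhibition of at least 50% after viability correction, with every replicate also passing that limit; inconclusive means mean reaches 50% but only one of two replicates passes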;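 further: firefly luciferase signal divided by Alamar Blue viability fluorescence both relative to DMSO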
S100A4 MyoIIA: inhibitors of human S100A4 binding to myosin IIA peptide; 360,000 tested, 0.14% active; P26447; S100A4/TAMRA-MyoIIA peptide fluorescence polarization; inhibition, % at 10.7 µM;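 active means mean inhibition of at least 70% across replicates, with every replicate also reaching that level; inconclusive means mean inhibition reaches 70% but some replicates fall short; inactive means mean inhibition below 70%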
Target sequence (P26447 whole entry, looked up): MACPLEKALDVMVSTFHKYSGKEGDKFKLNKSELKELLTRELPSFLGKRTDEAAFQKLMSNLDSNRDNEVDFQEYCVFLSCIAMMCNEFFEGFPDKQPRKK
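incubation = readout 5 min after mixing, signal stable up to 60 min | system = S100A4 monomer protein | buffer or medium = HEPES pH 7.2 with CaCl2, KCl, NaCl, DTT, Triton | benchmarks = neutral control DMSO, positive control TFP | also added = fluorescent myosin IIA peptide, 5 nM | compound dosing = one concentration per compound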
FN deposition inh: fibronectin deposition inhibition | 350,000 tested, 0.086% active | AH1F fibroblasts, Alexa488-fibronectin deposition fluorescence, overnight | AID 743247 | inhibition, % at 12.6 µM;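 active means mean inhibition across replicates of 30% or more, regardless of how many single replicates reach that level; inconclusive means mean under 30% yet at least half of replicates reach 30%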;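 further: positive control wells lacked labelled fibronectin entirely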
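Material – AH1F fibroblast monolayer, labelled fibronectin deposition · Reagent – labelled fibronectin 24 nM · Timing – 1 h adhesion, overnight exposure · Measured by – fluorescence at 485 nm excitation, 525 nm emission · Read-out – inhibition of fibronectin deposition signal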
LGR2 antag: Drosophila LGR2 receptor signaling inhibition; HEK293 LGR2, CRE-luciferase, bursicon-stimulated, 4 h; inhibition, % at 9.99 µM; 380,000 tested, 0.35% active;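 active means drop in luminescence signal, shown as inhibition above about 50% in the replicate tests, limit read from the data, passing the limit was not always enough; inconclusive means probably only some replicates passing the limit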;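 further: agonist challenge used bursicon conditioned medium at about half maximal strength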
PAX8 reporter: PAX8 transcriptional activity inhibition. RMG-I TPO-luciferase reporter, SteadyGlo, 24 h. inhibition, % at 12.6 µM. 360,000 tested, 1.2% active. AID 652154;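 active means mean replicate inhibition at least 60% with every replicate also reaching 60%; inconclusive means only one of the two criteria is met; inactive means mean below 60% and not all replicates reaching 60%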;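 further: luciferase light reporting Pax8 driven TPO promoter activity; plate controls were median of neutral control wells for no effect and mitoxantrone controls for full effect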
PglD inh: blocks C. jejuni PglD acetyltransferase activity; purified PglD enzyme, DTNB colorimetric CoA detection; inhibition, % at 12.5 µM; 360,000 tested, 0.098% active; in the data active means inhibition above about 16%, passing the limit was not always enough; inconclusive means no clear call, values can overlap the other calls; further: strong numbers were not always called active
Numbers without * were called inactive; ? = inconclusive; / = not tested or not shown.

Molecule,EWS-Fli inh,ERAP1 inh,PGC1a acetyl inh,FN deposition inh,S100A4 MyoIIA,LGR2 antag,PglD inh,PAX8 reporter
C[C@H]1CCCCO[C@H](CN(C)S(=O)(=O)c2ccccc2)[C@@H](C)CN([C@@H](C)CO)C(=O)c2cc(NC(=O)Nc3ccccc3)ccc2O1,10,1,1,0,7,-13,3,-4
Cc1cccc(NS(=O)(=O)c2cccc(C(=O)N3CC(C)OC(C)C3)c2)c1 (centres undefined),-3,3,/,-2,0,-2,/,1
NC(=NCc1ccco1)NC(=O)c1ccccc1,-30,-2,6,-3,-4,2,-1,-39
O=C(NCc1ccccc1)c1ccc(S(=O)(=O)N2CCCCCC2)cc1,10,0,-7,6,1,4,-3,21
Cc1noc(C)c1C(=O)OCC(=O)N(C)C1(C#N)CCCCC1,-36,1,/,7,-1,-8,7,-25
C[C@H](CO)N1C[C@H](C)[C@H](CN(C)Cc2ccc(-c3ccccc3)cc2)Oc2ccc(NC(=O)Cn3cnnn3)cc2C1=O,-5,/,9,/,/,-3,24,-34
O=S(=O)(/N=C(/c1ccccc1)N1CCOCC1)c1ccc(F)cc1,-4,0,/,-2,1,6,-3,6
Cc1ccccc1CNC(=O)c1csc([C@@H]2C[C@H](O)[C@@H](CO)O2)n1,-3,2,/,5,-2,4,6,-10
CN(CC(=O)Nc1ccccc1Cl)C(=O)COC(=O)/C=C/c1ccc(C(F)(F)F)cc1,1,5,/,0,0,-3,2,5
O=C(Nc1nnc(-c2ccc(F)cc2)s1)c1ccco1,-87,-1,/,-5,-1,-24,0,-98
O=C(NC(=S)NCCN1CCOCC1)c1cccc(Cl)c1,/,/,-3,1,/,/,8,0
Cn1c(Cl)nc2ccccc21,/,/,-9,-7,/,/,-5,8
CCCC(=O)Nc1ccc2c(c1)C(=O)N(C)[C@@H]1CC[C@@H](CC(=O)N3CCc4ccccc4C3)O[C@@H]1CO2,6,/,1,-4,/,0,4,6
Cn1cccc1/C=C(\C#N)c1ccccc1,-15,-2,-6,-17,0,7,-7,-10
CC(=O)N1c2ccc(S(=O)(=O)N3CCCCC3)cc2CC1C(=O)NCc1cccc(Cl)c1 (centres undefined),/,-2,-23,-4,-1,-10,2,6
CCOC(=O)C1=C(C)NC(=O)NC1c1ccc(OC)c(Cl)c1 (centres undefined),-1,0,4,/,0,-7,-5,/
Cc1ccc(Cc2nc3ccccc3[nH]2)cc1,-23,2,3,0,-1,-12,-9,5
Cc1ccc(NC(=O)NCc2ccccn2)c(C)c1,-15,5,/,-6,-3,2,-5,-26
CCn1cc(/C=C(\NC(=O)c2ccc(OC)cc2)C(=O)NCCCn2ccnc2)c2ccccc21,0,1,-1,5,5,/,2,-6
Cc1ccc(NC(=O)C(C)N=C2NS(=O)(=O)c3ccccc32)cc1F (centres undefined),-69,11,-3,0,4,-105,0,-76
O=C(O)c1ccccc1Nc1cc(Cl)c2nonc2c1[N+](=O)[O-],-8,1,13,-4,2,-20,-135,7
Cc1c(Cl)cccc1NC(=O)c1cc(C2CC2)on1,-79,-3,-2,-9,-8,-66,1,-76
Cc1cccc(C)c1N1CCN(c2n[nH]c(N)n2)CC1,8,15,-5,-6,-2,-6,/,-1
CC1(C)Cc2cccc(OCC(=O)NCc3ccccc3F)c2O1,1,-1,-2,6,-5,-6,-2,-8
O=C(c1ccc(N2CCCC2=O)cc1)N1CCN(c2ccccc2O)CC1,-9,2,/,-5,-3,-11,7,-22
COCC#Cc1cnc2c(c1)C(=O)N([C@@H](C)CO)C[C@H](C)[C@@H](CN(C)C(=O)Nc1cccc(F)c1)O2,-6,0,10,-6,1,-15,-1,/
Cc1ccc(S(=O)(=O)Nc2cccc3c2O[C@@H](CN(C)Cc2ccc4c(c2)OCO4)[C@H](C)CN([C@@H](C)CO)C3=O)cc1,3,0,/,/,5,17,1,-18
CC(C)Oc1cccc(C(=O)C2CCCN(C(=O)c3ccsc3)C2)c1 (centres undefined),-2,0,/,-4,0,0,/,20
CC(C)C#Cc1ccc([C@@H]2[C@@H](CO)N3CCCCN(C(=O)NC(C)C)C[C@@H]23)cc1,1,0,0,/,-8,23,-1,-23
CCNS(=O)(=O)c1ccc(NC(=O)c2ccc(Cn3cc(Br)cn3)o2)cc1,/,/,5,2,/,16,-1,16
O=C(Nc1ccc(NC(=O)c2ccccc2O)cc1)Nc1ccc(F)cc1F,-7,/,-1,-1,1,1,/,-18
O=C(CSc1cccc[n+]1[O-])C12CC3CC(CC(C3)C1)C2,4,-3,5,11,2,11,/,3
C[C@@H]1CN([C@H](C)CO)C(=O)c2cc(NC(=O)CCCN(C)C)ccc2O[C@@H](C)CCCCO[C@H]1CN(C)CC1CCCCC1,3,/,3,/,/,9,/,-3
COCC(=O)N1[C@@H]2CN(C(=O)Nc3ccccc3F)c3ccccc3[C@@H]2[C@@H]1CO,-23,3,4,/,?,-18,-2,-57
CC1C(=O)N2CCCc3cc(NC(=O)CC(C)(C)C)cc1c32 (centres undefined),7,0,11,4,5,11,-3,9
CCc1nc2c(OCc3ccc(Cl)cc3Cl)cccn2c1N(C)C(C)=O,-7,8,4,6,2,8,1,-23
O=C(COc1ccc(Cl)cc1Br)Nc1nnc(C2CC2)s1,-24,1,-1,-8,4,-8,2,-45
O=C(Nc1ccc(F)cc1)C(c1ccnc2ccccc12)N1CCN(c2cccc(C(F)(F)F)n2)CC1 (centres undefined),24,-2,/,-2,-2,-1,/,27
O=C(C1CCCN(S(=O)(=O)c2ccccc2)C1)N1CCN(c2ccc(F)cc2)CC1 (centres undefined),/,0,5,/,-3,3,-3,6
O=C1N/C(=C/c2cccs2)C(=O)N1Cc1ccc(F)cc1,-2,-13,1,/,-2,1,/,-5
COCCCNC(=O)C[C@@H]1C[C@@]2(C(=O)OC)CCCCC=C2N(Cc2cccc3ccccc23)C1=O,-2,-1,/,11,-1,14,/,4
Cc1cc(NC(=O)CN2C(=O)/C(=C/c3ccc(C(C)C)cc3)SC2=S)no1,-11,0,/,-7,2,-10,0,-6
CCc1ccc(-c2n[nH]c(=O)c3ccccc23)cc1,0,1,5,-1,-1,0,-12,12
CC(=O)c1ccc(-c2ccc(/C=C(/Sc3n[nH]c(C)n3)C(=O)O)o2)cc1,8,-3,-9,1,19,-6,/,1
Cc1cccc(NC(=O)c2ccc(C3SCC(=O)N3CCc3ccccc3)cc2)c1C (centres undefined),/,/,13,-8,/,/,-1,18
CCCNC(=O)C1(C)CCCN(Cc2ccc(C)cc2)C1 (centres undefined),0,4,11,-3,0,-3,1,-17
COc1ccccc1NC(=O)N[C@H]1C=C[C@@H](CC(=O)NCc2ccc(Cl)c(Cl)c2)O[C@@H]1CO,1,3,-7,-3,-5,5,-1,3
CC=Cc1ccc2n(c1=O)C[C@@H]1[C@@H](CO)[C@H](C(=O)N3CCOCC3)N(Cc3ccccc3OC)[C@H]21 (mixture of isomers),0,-7,/,/,-1,-6,0,/
Cc1ccc(CN2CCNC(=O)C2CC(=O)O)cc1 (centres undefined),3,5,-6,-3,0,10,4,16
O=C(Nc1ccnn1C1CCN(C2CCC2)CC1)c1ccccc1,/,-1,6,3,-4,16,-6,-4
O=C(Cn1cc([N+](=O)[O-])cn1)Nc1nc2ccccc2s1,-6,4,/,/,9,-6,/,/
CN(c1ccccc1)c1nc(N)c([N+](=O)[O-])c(N2CCOCC2)n1,0,6,5,6,1,-46,/,-9
Cc1ccc(-c2nc(CS(=O)CC(=O)NCc3ccc(Cl)cc3)c(C)o2)cc1 (centres undefined),-2,7,-8,-3,4,-5,0,-4
CCOc1ccc(NS(=O)(=O)c2cc(C(=O)NCC3CCCO3)ccc2Cl)cc1 (centres undefined),11,-1,/,7,-3,19,4,3
Cn1c(=O)c2[nH]c(CCCc3ccc([N+](=O)[O-])cc3)nc2n(C)c1=O,6,-5,/,-4,-10,-7,/,6
CCOC(=O)[C@@H]1[C@H]2COc3ccc(Br)cc3[C@@H]2N2C(=O)N(c3ccc(C)cc3)C(=O)[C@@]12C,1,1,-7,13,1,2,-1,6
CN(C)c1cc(-c2ccc(Cl)cc2Cl)oc(=O)c1Cl,-27,1,1,0,-4,-3,-8,-23
CCC(=O)N1CC(=O)N2[C@H](C1)[C@H](c1ccc(C#Cc3cccnc3)cc1)[C@@H]2CO,0,0,-3,/,-1,0,/,-27
C[C@H]1CCCCO[C@H](CN(C)C(=O)Nc2cccc3ccccc23)[C@@H](C)CN([C@@H](C)CO)C(=O)c2cc(NC(=O)Nc3cccc4ccccc34)ccc2O1,9,-2,-12,-1,-16,-4,0,9
CCCn1ccnc1SC(C)C(=O)Nc1c(C)n(C)n(-c2ccccc2)c1=O (centres undefined),0,1,/,9,-1,-13,-3,1

(listing goes on)
Molecule,EWS-Fli inh,ERAP1 inh,PGC1a acetyl inh,FN deposition inh,S100A4 MyoIIA,LGR2 antag,PglD inh,PAX8 reporter
O=C(O)C1C2C=CC(C2)C1C(=O)NCc1cccc(Cl)c1 (centres undefined),1,3,/,4,-4,16,5,15
COc1ccc2c3c(n(C)c2c1)[C@@H](CO)N(C(=O)c1cccc(F)c1)CC31CN(C(=O)c2cccc(F)c2)C1,14,3,0,3,-4,1,/,/
O=Nc1c(O)n(Cc2cccc(Cl)c2)c2ccccc12,/,/,-2,14,/,/,2,-25
Cc1noc(C)c1NC(=O)N(C)C[C@H]1Oc2ccc(NC(=O)Nc3ccc(F)cc3)cc2C(=O)N([C@H](C)CO)C[C@H]1C,-6,1,-6,/,13,-9,9,/
CCOc1cc(/C=C(/NC(C)=O)C(=O)O)cc(Cl)c1OCc1cccc(Br)c1,12,/,12,-5,7,-6,0,-7
COc1ccc(NS(=O)(=O)c2cccc(NC(=O)c3ccccn3)c2)cc1,3,/,0,2,-2,-2,-1,24
CCCNC(=O)N1CC(=O)N2[C@H](CO)[C@H](c3ccc(C#CCC4CCCC4)cc3)[C@@H]2C1,0,-2,-7,-5,2,0,/,/
CC1(C(=O)NC2CCCCCC2)CCN1C(=O)C1(c2ccccc2)CC1 (centres undefined),14,5,-17,5,-6,22,6,0
COc1ccc(S(=O)(=O)N(C)C[C@H]2OCCCC[C@H](C)Oc3ccc(NS(=O)(=O)c4ccc(C)cc4)cc3C(=O)N([C@@H](C)CO)C[C@@H]2C)cc1,3,-1,-8,/,-10,13,2,?
CCc1nc2c(OCc3ccc(C(F)(F)F)cc3)cccn2c1N(C)C(=O)c1ccc(C)cc1,7,-2,4,2,-1,2,-7,-2
Cc1ccc(C(N)=S)c(C)c1,/,/,-8,-11,/,/,1,-11
Cc1cc(C)nc(SCc2ccc(C(=O)N/N=C/c3ccc(C(=O)O)cc3)cc2)n1,7,-5,/,0,3,4,/,7
Cc1sc2ncnc(SCC(=O)NC(=O)c3cccn3C)c2c1C,-1,0,10,2,0,12,/,-3

Some of these compounds in order of length of the SMILES, falling.
Molecule,EWS-Fli inh,ERAP1 inh,PGC1a acetyl inh,FN deposition inh,S100A4 MyoIIA,LGR2 antag,PglD inh,PAX8 reporter
CCCNC(=O)N1CC(=O)N2[C@H](CO)[C@H](c3ccc(C#CCC4CCCC4)cc3)[C@@H]2C1,0,-2,-7,-5,2,0,/,/
CCc1nc2c(OCc3ccc(C(F)(F)F)cc3)cccn2c1N(C)C(=O)c1ccc(C)cc1,7,-2,4,2,-1,2,-7,-2
O=Nc1c(O)n(Cc2cccc(Cl)c2)c2ccccc12,/,/,-2,14,/,/,2,-25
